Smad3 FoxH1 inh: blocks human Smad3 binding to FoxH1 peptide; P84022; TR-FRET Smad3/Dy647-FoxH1 peptide binding, europium anti-His; inhibition, % at 25 µM; 88,000 tested, 0.29% active; AID 630;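 active = compounds that reduce the energy-transfer binding signal between the protein and its labelled peptide by more than half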;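 note: 0% = Smad3 plus labelled peptide maximal FRET and 100% = peptide-only background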
Target sequence (P84022 whole entry, looked up): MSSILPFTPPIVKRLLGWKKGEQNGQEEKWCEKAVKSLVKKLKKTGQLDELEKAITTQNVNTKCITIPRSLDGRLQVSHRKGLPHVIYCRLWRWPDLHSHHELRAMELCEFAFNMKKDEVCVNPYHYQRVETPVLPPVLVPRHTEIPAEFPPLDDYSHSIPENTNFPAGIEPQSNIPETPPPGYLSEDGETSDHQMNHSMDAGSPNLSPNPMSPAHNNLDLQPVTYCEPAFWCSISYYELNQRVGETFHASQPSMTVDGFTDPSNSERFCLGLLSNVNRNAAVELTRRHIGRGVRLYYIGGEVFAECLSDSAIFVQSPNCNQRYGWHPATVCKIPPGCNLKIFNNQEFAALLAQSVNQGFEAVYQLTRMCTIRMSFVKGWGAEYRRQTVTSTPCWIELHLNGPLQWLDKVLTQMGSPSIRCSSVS
* hit, by the source's call; & = joins results of further samples. An excerpt; the hit share may differ from the screen's.

SMILES	Smad3 FoxH1 inh
Oc1cc(O)c2c(c1)O[C@@H](c1ccc(O)c(O)c1)[C@H](O[C@@]1(c3cc(O)c(O)c(O)c3)Oc3cc(O)cc(O)c3[C@H](O)[C@H]1O)C2	12
COc1ccc2c(c1)[n+]([O-])c(/C(C)=N/NC(N)=S)c(C)[n+]2[O-]	66*
O=C(O)[C@@H]1[C@H](C(=O)NCc2cccnc2)[C@@H]2C=C[C@H]1O2	7
Nc1[nH]c(=S)[nH]c(=O)c1N=Nc1c(Br)cc(S(N)(=O)=O)cc1Br	54*
C[C@@H](CCC(=O)O)C(=O)O	8
CN(C)C[C@H]1CCC2=C(C1=O)C(c1ccc(Cl)c(Cl)c1)C1=C(CC[C@H](CN(C)C)C1=O)O2	6
c1ccc(C[n+]2cccc(-c3cc4ccccc4[nH]3)c2)cc1	3
NS(=O)(=O)c1ccc(NCc2nc3ccccc3[nH]2)cc1	-3
CC(C)c1ccc2c(c1)CC[C@@H]1[C@](C)(CN)CCC[C@@]21C	12
Cc1ccc(C(N)=Nc2ccccc2)cc1	4
O=C(O)c1ccccc1N[C@H](c1ccccc1)c1ccc2cccnc2c1O	-2
O=C(O)c1ccc(C(=O)c2ccccc2C(=O)O)cc1C(=O)O	63*
Nc1cc(C(=O)O)[nH]c(=O)n1	-1
Cn1ncc2c(Nc3cccc(Cl)c3)nc(Nc3cccc(Cl)c3)nc21	-1
O=C(C[C@@H](C(=O)O)N1CCOCC1)c1ccccc1	32
N=C(N)SCCN1CCCCC1	19
Cc1ccc2ccccc2c1CSc1nc(N)nc2c1ncn2CC(C)C	4
CC(C)N1CCN(c2ccncc2S(=O)(=O)N2CCCCC2)CC1	0
CCSC[C@@H](N)C(=O)O	-1
NC(N)=Nc1nc2ccc([N+](=O)[O-])cc2[nH]1	-3
Cn1c([N+](=O)[O-])cnc1CN1CCN(CCO)CC1	0
O=C(O)c1c2c(c(O)c3c1CN(C1CCCCC1)CO3)OCN(C1CCCCC1)C2	62*
O=C(O)NCc1ccccc1 (tested in a mixture with another compound)	-9
CC1=CC(=O)CC(C)(C)[C@]1(O)/C=C/C(C)=C/C(=O)O	2
COc1cc2c3cc1Oc1c(OC)c(OC)cc4c1[C@@H](Cc1ccc(O)c(c1)Oc1ccc(cc1)C[C@@H]3N(C)CC2)CN(C)C4	-7
CN(CCc1ccccn1)c1ccc2c(c1)C(=O)c1ccccc1-2	3
COC(=O)c1cc(-c2ccc3ccccc3c2)[nH]c(=O)c1C#N	4
COC(=O)[C@H]1[C@@H]2C[C@H]3c4[nH]c5ccccc5c4CCN3C[C@H]2CC[C@@H]1OS(=O)(=O)O	20
CC(C)[C@@H](C(=O)O)N1C(=O)c2ccccc2C1=O	-3
NNC(=O)Cc1cccnc1	7
O=C1CCC[C@H]1C(=O)Nc1ccc2ccccc2c1	10
CNc1ncnc(Sc2nc(N)nc3nc[nH]c23)c1[N+](=O)[O-]	3
CC(C)Cn1cnc2c(SCc3ccc(Cl)cc3Cl)nc(N)nc21	41
O[C@@H]1[C@@H](OCc2ccccc2)OC[C@H](O)[C@H]1O	14
C(CCc1nnc2c(n1)CCCC2)Cc1nnc2c(n1)CCCC2	-3
NS(=O)(=O)c1ccc(N=Nc2ccc(O)c(C(=O)O)c2)cc1	19
C[C@@H](CSC(=N)N)C(N)=O	-8
NC(Cc1ccccc1)(C(=O)O)C(=O)O	3
NNC(=O)CS(=O)(=O)Nc1ncccn1	42
S=c1nc[nH]c2c1ncn2Cc1ccco1	65*
CC(=O)C=NCC(=O)O	3
N[C@@H](CSCc1ccccc1)C(=O)O	1
Cc1cc(Cc2cc(C)c(N)cc2N)c(N)cc1N	102*
C[C@@](N)(/C=C/c1ccccc1)C(=O)O	-12
Cc1nc2sc3c(c2c(=O)[nH]1)CCCC3	0
Oc1c(Br)cc(Br)cc1CN(Cc1cc(Br)cc(Br)c1O)C1CCCCC1	16
NC(Cc1ccccc1)=NCC(=O)O	-3
Cc1cccc(C(=O)O)c1C[C@@H]1NCC[C@@H]2c3ccccc3N[C@@H]12	8
CN(C)CCC(=O)[C@]1(O)CC[C@@H]2[C@H]3CC=C4C[C@@H](O)CC[C@]4(C)[C@@H]3CC[C@]21C	7
CC(C)=CCC/C(C)=C/CO	1
Nc1ccc(S(=O)(=O)NCc2nccs2)cc1	6
O=C(O)CNc1ccc(C(=O)O)cc1	3
Cc1ccc(S(=O)(=O)NC(=O)Nc2ncn[nH]2)cc1	1
COc1ccc(CN[C@H](C)C(=O)O)cc1	-7
C[C@@H](N1CCOCC1)[C@@](O)(c1ccccc1)c1ccccn1	10
OCCSCc1cc(Cl)cc(Cl)c1O	0
O=C(O)[C@@H]1CS[C@]2(CCCN(Cc3ccccc3)C2)N1	8
O=C(O)[C@@H]1O[C@H]1C(=O)O	-4
Cn1c(=O)c2c(nc(N/N=C/c3ccccc3C(=O)O)n2C)n(C)c1=O	10
N#C[C@H](C(=O)O)C(c1c(Cl)cccc1Cl)[C@H](C#N)C(=O)O	14

Further structures
SMILES	Smad3 FoxH1 inh
Nc1c(S(=O)(=O)O)cc(Nc2cccc(S(N)(=O)=O)c2)c2c1C(=O)c1ccccc1C2=O	29
Cn1cnc([N+](=O)[O-])c1Sc1nc(N)nc2c1ncn2[C@@H]1C[C@H](O)[C@@H](CO)O1	8
N[C@@H](CSc1nc2ccccn2c1[N+](=O)[O-])C(=O)O	-6
Oc1c(CN2CCN(c3ccccc3)CC2)cc(Br)c2cccnc12	13
NCc1ccc(C(=O)O)cc1	7
O=C(O)[C@@H]1[C@H](C(=O)NCc2ccncc2)[C@@H]2C=C[C@H]1O2	3
NCOC(=O)Cc1ccc(Br)cc1	73*
O=C(O)C1(C(=O)O)CCN(S(=O)(=O)c2ccccc2)CC1	25
O=P(O)(O)O[C@@H]1O[C@H](CO)[C@@H](O)[C@H](O)[C@H]1O	5
Cc1cn(CC[C@H](N)C(=O)O)c(=O)[nH]c1=O	-10
O=C1CN2CCN(CC2)CC(=O)Nc2ccc(cc2)S(=O)(=O)c2ccc(cc2)NC(=O)CN2CCN(CC2)CC(=O)Nc2ccc(cc2)S(=O)(=O)c2ccc(cc2)N1	-3
Cc1ccc(S(=O)(=O)N=Nc2c(O)[nH]c3cc(O)c(C(=O)O)cc23)cc1	16
CN(C)CCNc1ccccn1	-11
CCOC(=O)Cn1c(C(F)(F)F)nc2nc(Cl)c(Cl)nc21	56*
Ic1ccc2c(c1)N(c1ccccc1)c1cc(Nc3ccc4nc5ccc(I)cc5[n+](-c5ccccc5)c4c3)ccc1N2	90*
O=C(O)C/C=C/CC(=O)O	-7
CN1[C@@H](c2ccccc2)CC(=NO)C[C@H]1c1ccccc1	-39
CC(C)(CCC(C)(C)c1ccccc1)c1ccccc1	-3
CCCn1cnc2c(SCC(=O)O)nc(N)nc21	-3
COc1c(NC(C)=O)c2ccccc2c2ccccc12	-11

21 entries from above, with bars between the fields.
SMILES | Smad3 FoxH1 inh
O=C(O)[C@@H]1CS[C@]2(CCCN(Cc3ccccc3)C2)N1 | 8
O=C(O)[C@@H]1O[C@H]1C(=O)O | -4
Cn1c(=O)c2c(nc(N/N=C/c3ccccc3C(=O)O)n2C)n(C)c1=O | 10
N#C[C@H](C(=O)O)C(c1c(Cl)cccc1Cl)[C@H](C#N)C(=O)O | 14
Nc1c(S(=O)(=O)O)cc(Nc2cccc(S(N)(=O)=O)c2)c2c1C(=O)c1ccccc1C2=O | 29
Cn1cnc([N+](=O)[O-])c1Sc1nc(N)nc2c1ncn2[C@@H]1C[C@H](O)[C@@H](CO)O1 | 8
N[C@@H](CSc1nc2ccccn2c1[N+](=O)[O-])C(=O)O | -6
Oc1c(CN2CCN(c3ccccc3)CC2)cc(Br)c2cccnc12 | 13
NCc1ccc(C(=O)O)cc1 | 7
O=C(O)[C@@H]1[C@H](C(=O)NCc2ccncc2)[C@@H]2C=C[C@H]1O2 | 3
NCOC(=O)Cc1ccc(Br)cc1 | 73*
O=C(O)C1(C(=O)O)CCN(S(=O)(=O)c2ccccc2)CC1 | 25
O=P(O)(O)O[C@@H]1O[C@H](CO)[C@@H](O)[C@H](O)[C@H]1O | 5
Cc1cn(CC[C@H](N)C(=O)O)c(=O)[nH]c1=O | -10
O=C1CN2CCN(CC2)CC(=O)Nc2ccc(cc2)S(=O)(=O)c2ccc(cc2)NC(=O)CN2CCN(CC2)CC(=O)Nc2ccc(cc2)S(=O)(=O)c2ccc(cc2)N1 | -3
Cc1ccc(S(=O)(=O)N=Nc2c(O)[nH]c3cc(O)c(C(=O)O)cc23)cc1 | 16
CN(C)CCNc1ccccn1 | -11
CCOC(=O)Cn1c(C(F)(F)F)nc2nc(Cl)c(Cl)nc21 | 56*
Ic1ccc2c(c1)N(c1ccccc1)c1cc(Nc3ccc4nc5ccc(I)cc5[n+](-c5ccccc5)c4c3)ccc1N2 | 90*
O=C(O)C/C=C/CC(=O)O | -7
CN1[C@@H](c2ccccc2)CC(=NO)C[C@H]1c1ccccc1 | -39

Continued.
SMILES	Smad3 FoxH1 inh
CC(=O)Nc1ccccc1C=C1c2ccccc2-c2ccccc21	13
Cc1cc2nc3[nH]c4c(Cl)cc(Cl)cc4c3nc2cc1C	16
c1cc(CSc2ncnc3nc[nH]c23)ccn1	-1
O=c1c2ccccc2c2ccccc2c(=O)n1-c1cc2c3ccccc3ccc2c2ccccc12	86*
NC(=O)c1csc(-c2ccc(CO)o2)n1	6
CN(C)CCCN1c2ccccc2C(C)(C)c2ccccc21	3
O=C(O)C1=C/C(=C(/c2ccccc2)c2cc(C(=O)O)c(O)c3ccccc23)c2ccccc2C1=O	4&6
N=C(N)SCCCN	-16
CC(C)CNC(=O)O	0
Cn1c(=O)c2[nH]c(CCS)nc2n(C)c1=O	8
O=C(O)CC1(CC(=O)O)Nc2ccccc2SC1=O	2
N=C(N)SCc1cccc2c(=O)cc(-c3ccccc3)oc12	8
CC(C)CN(CC#N)CC(C)C	15
CC(=NCC(=O)O)c1ccccc1	3
NS(=O)(=O)c1ccc(N=Nc2nc3[nH]cnc(=S)c3[nH]2)cc1	-6
[O-][n+]1c(CN2CCCCC2)nc2cccc3c2c1-c1ccccc1-3	-10
NC(=O)NOC[C@@H]1NC(=O)NC1=O	8
CC(C)c1ccccc1S(=O)c1ccccc1C(C)(C)O (stereo unspecified)	20
Cn1c(Sc2ccc(-c3cccnc3)n2C)ccc1-c1cccnc1	-2
CC(=O)O[C@H]1CC[C@@]2(C)[C@@H](CC[C@H]3[C@H]2CC(=O)[C@]2(C)[C@@H]3C[C@H]3CC(C)=CC(=O)[C@@H]32)C1	15
Nc1ncnc2nc(N3CCN(CCO)CC3)[nH]c12	-2
Cc1ncc(CSc2ccccc2N)c(CO)c1O	-7
O=C(N/N=C/c1ccc2c(c1)CCC2)c1ccccc1O	-8
N#CC(=NCCO)C1=C(O)c2ccccc2C1=O	-17
O=C(O)c1ccccc1C(=O)Nc1cc2c(cc1Br)-c1ccccc1C2=O	101*
Clc1ccc(CSCCc2ccncc2)cc1Cl	6
O=S(=O)(O)[C@@H](CO)c1ccccc1 (tested in a mixture with another compound)	7
O=S(O)O.O=S(O)O.[Co].[NH2-].[NH2-].[NH2-].[NH2-]	6
CC(C)=C[C@H]1[C@H](C(=O)Oc2ccccc2C(C)C)C1(C)C	-19
C[C@]1(c2ccccc2)O[C@@H]2C[C@H]3[C@@H]4CCC5=CC(=O)C=C[C@@]5(C)[C@@]4(F)[C@H](O)C[C@]3(C)[C@]2(C(=O)CO)O1	4
O=C(O)CCc1nc(-c2ccccc2-n2cccc2)no1	-4
C[C@H]1CCCC2(CC[N+](C)(CCC[N+](C)(C)C)CC2)C1 (stereo partly specified)	14
O=C(O)CC[P+](c1ccccc1)(c1ccccc1)c1ccccc1	26
O=C(CCN1CCOCC1)Nc1ccc(F)cc1F	-8
Cc1nc(CN2CCCCC2)c(O)c(=O)[nH]1	-1
CC1(CCC(=O)OC2CCCCC2)OCCO1	-4
CC(C)[C@@H](C)/C=C/[C@@H](C)[C@@H]1CC[C@@H]2C3=CC=C4C[C@@H](O)CC[C@]4(C)[C@@H]3CC[C@]21C	21
c1cnc2c(c1)ccc1cccnc12	10
C[C@@]12CC[C@H]3c4ccc(O)cc4CC[C@@H]3[C@H]1CC[C@H]2OC(=O)CCc1ccccc1	13
CN1CCN(CCCNN)CC1	4

2 entries drawn at random from those above, as already listed:
SMILES	Smad3 FoxH1 inh
CC(C)=C[C@H]1[C@H](C(=O)Oc2ccccc2C(C)C)C1(C)C	-19
CN1CCN(CCCNN)CC1	4

Later entries
SMILES	Smad3 FoxH1 inh
N=C(N)c1ccc(-c2ccc(-c3ccc(C(=N)N)cc3)o2)cc1	2
Cc1c(C)c(C)c(CC2(C)CSC2)c(CC2(C)CSC2)c1C	5
O=C(O)[C@@H]1[C@H](C(=O)Nc2ccccc2)[C@@H]2C=C[C@H]1O2	9
COc1ccc(C(=O)CCN(C)C)c2ccccc12	-2
C[C@@H]1CCCN(CP(=O)(c2ccccc2)c2ccccc2)C1	-5
CN(C)CC(CN(C)C)c1ccccn1	0
CCc1ncc(CO)n1Cc1cccc2ccccc12	-8
c1ccc2sc(SCSc3nc4ccccc4s3)nc2c1	4
Clc1ccc2c(c1)N(CCCN1CCCC13CCCCC3)c1ccccc1S2	1
COc1cc(Cl)c(CC(=O)c2c[nH]c3ccccc23)cc1OC	30
COc1cc(NCC[C@@H]2CCCCN2)c2ncccc2c1	14
O=C(O)[C@@H](O)[C@@H](O)[C@@H](O)[C@@H](O)c1nc2ccccc2s1	28
Cc1ccc(S(=O)(=O)Oc2cc(N)c3c(n2)CCC3)cc1	8
CC(=O)[C@H]1CC[C@@H]2[C@]1(C)CC=C1[C@@]23C=C[C@@]2(C[C@H](O)CC[C@@]12C)[C@H](C(=O)O)[C@@H]3C(=O)O	36
CO[C@@H](NC(N)=O)C(=O)O	0
Cc1ncc(COP(=O)(O)O)c(C)c1O	15
O=C(Cn1ccc(=O)[nH]c1=O)Nc1ccc(C(=O)O)c(O)c1	17
FC(F)(F)c1nc2nc(Cl)c(Cl)nc2n1CCCN1CCOCC1	-9
Cn1c(=O)c2c(ncn2CN2CCN(Cn3cnc4c3c(=O)n(C)c(=O)n4C)CC2)n(C)c1=O	98*
Cc1ccc(S(=O)(=O)N2CCC(C(=O)O)(c3ccccc3)CC2)cc1	-5
CC(=O)N[C@H](Cc1c[nH]c2ccccc12)C(=O)O	1
O=C(O)CCNc1ncnc2nc[nH]c12	8
Cc1cc2ccc(OC(=O)c3ccc(N=C(N)N)cc3)cc2oc1=O	12

Bioassay records from PubChem BioAssay.
